All columns: NCI-60 one-dose screen, growth in % after 48 h at 10 µM unless noted; 100 = growth as untreated, 0 = no growth, -100 = all killed.
DU-145: DU-145 prostate cancer; hit rate 4.2% among 81,000; AID 1794760
SF-268: SF-268 CNS cancer cells. hit rate 3.1% among 82,000
HCC-2998: HCC-2998 colon cancer; hit rate 4.7% among 79,000
PC-3: PC-3 prostate cancer cells. hit rate 3.9% among 80,000. AID 1794754
SF-295: SF-295 CNS cancer cells; hit rate 5.6% among 79,000; AID 1794758
SNB-75: SNB-75 CNS cancer. AID 1794750. hit rate 5% among 79,000
SNB-19: SNB-19 CNS cancer cells. hit rate 2.5% among 81,000. AID 1794751
SF-539: SF-539 CNS cancer | hit rate 6.8% among 81,000
U251: U251 CNS tumor cells; hit rate 5.4% among 80,000; AID 1794753
* = called active by the depositor; . = not tested or not shown; & = joins results of further samples. The calls were made as follows: active = growth percent below 10; inactive = the rest. Compounds as they come. Share with any hit: about 9.9%.

item	canonical_smiles	DU-145	SF-268	HCC-2998	PC-3	SF-295
1	N#Cc1nc(-c2ccc(F)cc2)oc1S(=O)(=O)N1CCOCC1	94	114	106	91	104
2	Cc1ccc(S(=O)(=O)c2nc(-c3ccc(F)cc3)oc2S(C)(=O)=O)cc1	77	95	102	92	95
3	CCCCCCCC12Cc3ccccc3C1=Nc1c(c3ccccc3n1C)C2=O (configuration not stated)	120	100	96	78	97
4	C=CCOc1c(C(C)C)cc(C(N)=O)cc1C(C)C	99	104	104	100	93
5	O=C1c2ccccc2C23C(=C(Br)c4ccccc42)CCCCN13 (configuration not stated)	115	95	112	90	98
6	COc1ccc(-n2ncc3c4[nH]c(=O)c(S(=O)(=O)c5ccccc5)cc4ccc32)cc1	102	98	108	102	104
7	c1ccc(CN2CCCNCC2)cc1	111	97	97	95	97
8	COc1cc([C@H]2OC[C@H]3[C@@H]2CO[C@@H]3c2ccc(O)c(OC)c2)ccc1O	95	91	96	83	108
9	COc1ccc(NCc2cccn2Cc2ccc(Cl)cc2)cc1	102	84	101	88	105
10	CCC(/C=C\C(C)=O)CC	111	106	106	91	104

item	SNB-75	SNB-19	SF-539	U251
1	91	96	67	99
2	87	91	58	96
3	89	95	111	89
4	89	103	93	103
5	89	100	99	104
6	105	105	100	.
7	87	108	99	103
8	88	104	91	97
9	99	102	103	103
10	99	99	100	97

Next results:
item	canonical_smiles	DU-145	SF-268	HCC-2998	PC-3	SF-295
11	O=C(O)CNC(=O)CCc1nc2c(=O)[nH]c(=S)[nH]c2[nH]c1=O	106	103	107	101	103
12	NS(=O)(=O)c1cnccc1Sc1ccncc1S(N)(=O)=O	102	107	86	95	130
13	CCN(CC)c1ccc(C(O)C2=CC(=O)c3ccccc3C2=O)cc1 (configuration not stated)	3.9*	-31*	-60*	-2.6*	.
14	Clc1nc(Cl)c(C2CC(c3ccccc3)=NN2c2ccccc2)s1 (configuration not stated)	87	81	115	100	101
15	S=C(Nc1cccc2ccccc12)Nc1cccc2ccccc12	113&102	98&95	111&101	88&94	100&110
16	C=C1C(=O)O[C@H]2[C@H]1CCC(/C=N/c1ncc(Br)cc1N)=C\CC[C@@]1(C)O[C@@H]21	15	52	62	27	70
17	Cc1nc(C(F)(F)C(F)(F)F)c(F)c(=O)[nH]1	107	100	102	88	98
18	COc1ccc(C2=Nc3c/c(=C\c4c(O)[nH]c5cc(Cl)ccc45)ccc3=N2)cc1	77	90	74	43	58
19	COC(=O)c1cccnc1Nc1ccc(N2C(=O)c3ccccc3C2=O)cc1	106	103	107	104	100
20	COc1ccc(/C(=C\c2cc(OC)c(OC)c(OC)c2)C(=O)N2CCCCC2)cc1	100	101	103	86	97

item	SNB-75	SNB-19	SF-539	U251
11	97	99	99	107
12	97	105	93	107
13	25	15	-38*	-81*
14	47	99	104	101
15	113&87	104&99	96&93	103&110
16	85	44	26	48
17	91	98	105	96
18	42	95	65	74
19	90	97	95	101
20	85	104	94	92

15 entries out of the list, arranged by molecular weight, ascending.
item	canonical_smiles	DU-145	SF-268	HCC-2998	PC-3	SF-295
10	CCC(/C=C\C(C)=O)CC	111	106	106	91	104
7	c1ccc(CN2CCCNCC2)cc1	111	97	97	95	97
17	Cc1nc(C(F)(F)C(F)(F)F)c(F)c(=O)[nH]1	107	100	102	88	98
4	C=CCOc1c(C(C)C)cc(C(N)=O)cc1C(C)C	99	104	104	100	93
11	O=C(O)CNC(=O)CCc1nc2c(=O)[nH]c(=S)[nH]c2[nH]c1=O	106	103	107	101	103
9	COc1ccc(NCc2cccn2Cc2ccc(Cl)cc2)cc1	102	84	101	88	105
15	S=C(Nc1cccc2ccccc12)Nc1cccc2ccccc12	113&102	98&95	111&101	88&94	100&110
12	NS(=O)(=O)c1cnccc1Sc1ccncc1S(N)(=O)=O	102	107	86	95	130
8	COc1cc([C@H]2OC[C@H]3[C@@H]2CO[C@@H]3c2ccc(O)c(OC)c2)ccc1O	95	91	96	83	108
5	O=C1c2ccccc2C23C(=C(Br)c4ccccc42)CCCCN13 (configuration not stated)	115	95	112	90	98
14	Clc1nc(Cl)c(C2CC(c3ccccc3)=NN2c2ccccc2)s1 (configuration not stated)	87	81	115	100	101
3	CCCCCCCC12Cc3ccccc3C1=Nc1c(c3ccccc3n1C)C2=O (configuration not stated)	120	100	96	78	97

item	SNB-75	SNB-19	SF-539	U251
10	99	99	100	97
7	87	108	99	103
17	91	98	105	96
4	89	103	93	103
11	97	99	99	107
9	99	102	103	103
15	113&87	104&99	96&93	103&110
12	97	105	93	107
8	88	104	91	97
5	89	100	99	104
14	47	99	104	101
3	89	95	111	89

item	canonical_smiles	DU-145	SF-268	HCC-2998	PC-3	SF-295
20	COc1ccc(/C(=C\c2cc(OC)c(OC)c(OC)c2)C(=O)N2CCCCC2)cc1	100	101	103	86	97
6	COc1ccc(-n2ncc3c4[nH]c(=O)c(S(=O)(=O)c5ccccc5)cc4ccc32)cc1	102	98	108	102	104
16	C=C1C(=O)O[C@H]2[C@H]1CCC(/C=N/c1ncc(Br)cc1N)=C\CC[C@@]1(C)O[C@@H]21	15	52	62	27	70

item	SNB-75	SNB-19	SF-539	U251
20	85	104	94	92
6	105	105	100	.
16	85	44	26	48

Additional records follow.
item	canonical_smiles	DU-145	SF-268	HCC-2998	PC-3	SF-295
21	C[C@H]1[C@H]2[C@H]3CC[C@@H]4[C@@]5(C)C/C(=C/c6ccco6)C(=O)C(C)(C)[C@@H]5CC[C@@]4(C)[C@]3(C)CC[C@]23CO[C@]1(C)[C@@H](C(=O)/C=C\c1ccco1)C3	111	97	108	80	107
22	O=S(=O)(NCCCNc1nccc(-c2c(-c3cccc(O)c3)nc3occn23)n1)c1ccc(Br)cc1	97	97	121	91	111
23	O=S(=O)(c1ccccc1)n1ccc2c1-c1oncc1CC2	113	89	106	102	92
24	CCCc1ccc(OC)cc1	111	101	102	105	117
25	CCOc1nc(-c2ccccc2)cc2c(O)c(C(=O)N/N=C/c3ccc(Cl)cc3)[nH]c(=O)c12	99	103	.	66	99
26	CC(=O)CCC(=O)OCc1cc(=O)c(O)co1	102	98	87	99	103
27	CCCCCCCOC(=O)c1ccc(C(C)C)cc1	111	.	104	88	106
28	COc1ccc(NC(=O)COc2ccc(/C=C3/Oc4cc(OC)ccc4C3=O)cc2)cc1	108	93	95	91	107
29	O=C(Nc1ncnc2nc[nH]c12)c1ccco1	106	102	104	99	101
30	O=C(Nc1nc(-c2ccc(Cl)cc2)cc(-c2ccc(Cl)cc2)n1)c1ccncc1	103	92	107	86	89

item	SNB-75	SNB-19	SF-539	U251
21	88	92	94	83
22	97	118	110	104
23	78	92	.	101
24	109	109	114	99
25	75	92	96	100
26	104	104	110	107
27	96	103	100	94
28	109	93	102	96
29	84	100	108	98
30	.	88	95	92

Ordered by length of the SMILES (rising): part of the list above.
item	canonical_smiles	DU-145	SF-268	HCC-2998	PC-3	SF-295
14	Clc1nc(Cl)c(C2CC(c3ccccc3)=NN2c2ccccc2)s1 (configuration not stated)	87	81	115	100	101
30	O=C(Nc1nc(-c2ccc(Cl)cc2)cc(-c2ccc(Cl)cc2)n1)c1ccncc1	103	92	107	86	89
18	COc1ccc(C2=Nc3c/c(=C\c4c(O)[nH]c5cc(Cl)ccc45)ccc3=N2)cc1	77	90	74	43	58

item	SNB-75	SNB-19	SF-539	U251
14	47	99	104	101
30	.	88	95	92
18	42	95	65	74

(cont.)
item	canonical_smiles	DU-145	SF-268	HCC-2998	PC-3	SF-295
31	CC1CN(CCNC(=O)n2cc(-c3ccncc3)c(-c3ccc(Cl)c(O)c3)n2)CC(C)O1 (configuration not stated)	114	112	121	90	108
32	O=C(O)c1cn(-c2ccccc2)nc1-c1ccc(O)cc1	.	.	95	91	93
33	O=c1[nH]cc(/C=N\Nc2ccccc2)c(=O)[nH]1	74	59	77	52	45
34	COc1ccc(C)cc1NC(=O)Nc1sc2cc(O)ccc2c1C(N)=O	92	84	109	83	79
35	CC(=O)O[C@H]1C[C@@]2(C)[C@@H](C/C(=N\O)[C@H]3[C@@]4(C)CC/C(=N\O)[C@@H](C)[C@@H]4CC[C@@]32C)/C1=C(\CCC=C(C)C)C(=O)O	102	94	102	93	98
36	CCOC(=O)C1=C(CCl)N(C)C(=O)NC1c1ccc2c(c1)OCO2 (configuration not stated)	33	92	95	37	95
37	c1ccc([C@@H]2C[C@@H]3Cc4ccc5ccccc5c4N2O3)cc1	114	101	108	87	95
38	COc1cc(Cn2nc(-c3cc(OC)c(OC)c(OC)c3)c3c2CCc2cnoc2-3)cc(OC)c1OC	.	90	100	90	89
39	CCCCCCCCOC(=O)Nc1ccccc1	111	99	.	92	101
40	COC(=O)c1c2c(c3ccc4c5ccccc5ccc4n13)C(=O)c1ccccc1C2=O	109	103	116	105	97

item	SNB-75	SNB-19	SF-539	U251
31	89	111	118	111
32	86	97	101	96
33	102	103	.	70
34	88	98	102	78
35	95	97	103	98
36	29	85	32	68
37	84	96	97	92
38	37	89	83	73
39	100	98	99	101
40	96	91	91	103

(cont.)
item	canonical_smiles	DU-145	SF-268	HCC-2998	PC-3	SF-295
41	O=C(CCc1nnc2sc(-c3ccccc3O)nn12)c1nc2ccccc2[nH]1	.	73	99	75	94
42	Cc1ccccc1OCCCn1ccc(=O)[nH]c1=O	97	90	105	93	101
43	CC(=O)C1CCC2C3CCC4CC(=O)CCC4(C)C3C=CC12C (configuration not stated)	115	107	104	78	.
44	O=C(Nc1ccc(OCc2nnc(-c3ccc(Cl)cc3)o2)c(F)c1)c1ccccc1	94	64	89	.	77
45	O=C1c2cccc3cccc(c23)C(=O)N1Nc1nc(NCc2ccccc2)nc(N2CCOCC2)n1	104	98	107	.	105
46	O=S(=O)(NCCNc1nccc(-c2c(-c3cccc(F)c3)nc3occn23)n1)c1cccc2ccccc12	53	39	80	31	59
47	CCCCCCOC(=O)C1=C(C)NC(=O)NC1c1ccccc1F (configuration not stated)	104	104	89	79	96
48	COc1ccc(NC(=O)Nc2cnn(-c3ccc(S(N)(=O)=O)cc3)c2-c2ccccc2)cc1	102	96	105	98	106
49	CN1CCN(CC(O)COc2ccc(C(C)(C)c3ccc(OCC(O)CN4CCN(C)CC4)cc3)cc2)CC1 (configuration not stated)	102	90	100	90	95
50	Cc1ccc(-c2nc3ccccc3c(=O)n2/N=C/c2cccc3ccccc23)cc1	97	74	81	63	67

item	SNB-75	SNB-19	SF-539	U251
41	74	91	87	90
42	91	99	96	.
43	101	112	105	96
44	43	83	75	71
45	91	93	96	99
46	61	67	97	60
47	100	96	102	95
48	83	103	105	92
49	90	98	87	83
50	74	94	97	77

Next section
item	canonical_smiles	DU-145	SF-268	HCC-2998	PC-3	SF-295
51	O=C1Nc2nc3ccccn3c2C(=O)[C@H](Cc2ccccc2)N1	104	101	97	95	105
52	N#Cc1ccc(OC(=O)Nc2ccccc2Cl)cc1	101	101	106	92	96
53	CN(/N=N/c1nc[nH]c1C(=O)NN)C1CCCCC1	115	101	105	88	118
54	COc1cc(/C=N/NC(=O)c2cn(C3CC3)c3cc(N4CCNCC4)c(F)cc3c2=O)ccc1O	99	86	106	99	100
55	O=C(NCc1ccccc1)c1cc2cc(Nc3nc(-c4ccccc4)nc4ccccc34)ccc2oc1=O	70	86	93	90	108
56	Cc1nc2ccc(Cl)cn2c1-c1nnc(SCc2ccc([N+](=O)[O-])cc2)o1	68	46	83	74	75
57	O=C(CSc1nc2ccccc2[nH]1)Nc1cccc(Cl)c1	101	97	103	99	104
58	CC1S/C(=N\NC(=O)Cc2csc3nc(-c4ccc(Br)cc4)cn23)N(C)C1=O (configuration not stated)	109	92	102	98	.
59	c1c[nH]c(CNC2CCCCC2)c1	106	101	109	82	105
60	CCCCCNc1ccc(NCCCCC)c2c1C(=O)c1ccccc1C2=O	113	102	70	94	111

item	SNB-75	SNB-19	SF-539	U251
51	79	103	96	93
52	96	100	97	.
53	89	101	97	104
54	94	86	95	98
55	81	97	41	85
56	40	40	21	58
57	82	91	103	104
58	90	111	87	.
59	108	119	114	102
60	74	100	92	102

(next part)
item	canonical_smiles	DU-145	SF-268	HCC-2998	PC-3	SF-295
61	CCCCCCCCCCCCC/C=C/CC(CC(=O)O)C(=O)Nc1ccc(-n2c(=O)cc(C)n2C)cc1 (configuration not stated)	111	107	116	90	.
62	Nc1ccccc1-c1nc2ccccc2[nH]c1=O	112	94	103	94	105
63	CC(=O)Nc1cc(C)c(C)cc1[N+](=O)[O-]	110	113	105	104	104
64	COc1ccc2cc(-c3csc(Nc4ccccc4)n3)c(=O)oc2c1	95	106	105	75	85
65	CCN1C(=O)N(c2ccccc2)C2C1NN=c1s/c(=C3\C(=O)N(C(C)C)c4ccccc43)c(=O)n12 (configuration not stated)	57	86	110	88	104
66	COC(=O)/C=C(/CC(=O)OC)Nc1ccc(OC)cc1	106	94	107	76	97
67	NC(=N\N=C/c1ccc(Cl)c(Cl)c1)/C(N)=N\N=C/c1ccc(Cl)c(Cl)c1	100	99	103	102	106
68	Cc1cccc(Cc2cnc(NC(=O)c3ccc(-n4cnnn4)cc3)s2)c1	65	73	45	63	48

item	SNB-75	SNB-19	SF-539	U251
61	86	104	96	95
62	88	98	91	100
63	103	113	92	87
64	86	101	99	90
65	73	95	13	89
66	100	108	91	.
67	131	117	98	108
68	95	73	62	64
